TcdB GH inh: inhibitors of Clostridioides difficile toxin B glycohydrolase; TcdB glycohydrolase enzymatic assay, plate reader; inhibition, % at 9.99 µM; 350,000 tested, 0.24% active; AID 652162; in the data active = inhibition above about 10%
CCHF vOTU inh: blocks the CCHF virus ovarian tumor domain protease; CCHFV vOTU protease, Pep-AMC fluorescence; inhibition, % at 11.5 µM; 370,000 tested, 0.55% active; in the data active = inhibition above about 30%; note: 0% = vehicle wells with enzyme and 100% = no enzyme wells
VHR inh abs: blocks human VHR1 dual specificity phosphatase | 290,000 tested, 0.52% active | recombinant VHR phosphatase, pNPP absorbance | P51452 | inhibition, % at 13.3 µM | AID 1654; in the data active = inhibition above about 50%; note: some compounds called inactive have numbers as strong as hits
Y pestis TopoI: inhibitors of Yersinia pestis topoisomerase I | Y. pestis Topo-I cleavage product accumulation, plate reader | activity, % at 10 µM | 360,000 tested, 0.064% active; in the data active = activity above about 50%, passing the limit was not always enough; inconclusive = no clear call, values can overlap the other calls; note: inactives centre near 2
SARS 3CLpro inh: SARS-CoV 3CLpro protease inhibition | 290,000 tested, 0.14% active | recombinant SARS-CoV 3CLpro, quenched FRET peptide cleavage | inhibition, % at 6 µM; in the data active = inhibition above about 12%
Anthrax LF prot: blocks Bacillus anthracis lethal factor protease. inhibition, % at 10 µM. 360,000 tested, 0.12% active. multiplex microsphere protease cleavage assay, LF. P15917; note: plate controls were buffer without enzyme for full effect and enzyme alone for no effect
SSB-PriA inh: inhibitors of Klebsiella pneumoniae PriA binding to SSB C-terminal tail; AlphaScreen SSBct-PriA binding, biotinylated peptide; inhibition, % at 33 µM; 430,000 tested, 0.6% active; in the data active = inhibition mostly above about 37%, no sharp cut-off; inactive = mostly below about 20%;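 note: plate controls were negative control peptide for no effect and reference peptide for full effect; strong numbers were not always called active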
BH1578 lux ind: inducers of Vibrio cholerae quorum light production without autoinducers; V. cholerae BH1578 lux reporter, luminescence, 6 h; activation, % at 18.7 µM; 350,000 tested, 0.16% active; AID 588436; in the data active = activation mostly above about 9.7%, no sharp cut-off; inconclusive = no clear call, values can overlap the other calls; inactive = mostly below about 3.7%; note: not every result past the cut was called active; inactives centre near 0; reference of the scale not given here
PfHsp40 rescue: restores yeast growth despite PfHsp40 toxicity. S. cerevisiae expressing PfHsp40, growth rescue, ATP luminescence. growth rescue, % at 12.5 µM. 340,000 tested, 0.68% active. AID 504582; in the data active = growth rescue above about 28%, passing the limit was not always enough; inconclusive = no clear call, values can overlap the other calls;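 note: yeast W303a lacking pdr1 and pdr3 grown in galactose medium; growth measured after three days at 30 °C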
BoNT-A LC inh2: blocks Botulinum neurotoxin A light chain protease | inhibition, % at 10 µM | 360,000 tested, 0.17% active | AID 588499 | multiplex microsphere protease substrate cleavage, flow cytometry; note: plate controls were buffer without enzyme for full effect and enzyme alone for no effect
The depositor's hits bear a star; i = inactive; ? = inconclusive; / = no result given; & = joins results of further samples. Cut-off read from the data, not from the text of the source, unless noted: active = inhibition above about 30%; inconclusive = no clear call, values can overlap the other calls; inactive = below that. The list is partial. The share of hits here may be higher or lower than overall.

Molecule	PfHsp40 rescue	TcdB GH inh	VHR inh abs	CCHF vOTU inh	Y pestis TopoI	BoNT-A LC inh2	BH1578 lux ind	Anthrax LF prot	SARS 3CLpro inh	SSB-PriA inh
Cn1cnc(C(=O)NCc2ccccc2)c1C(=O)NCc1ccccc1	-0.4	0.7	/	1	18	0.1	0.4	-1	/	1
COc1ccc(NS(=O)(=O)c2cc(OCC(N)=O)c(C)cc2Cl)cc1	1.6	/	-7	-18	0	-0.3	-0.2	-3	8	-9
c1cc2c3c(cccc3c1)NC(c1ccc3c(c1)OCO3)N2	-0.6	-1.6	14	7	-30	-5.2	i	4	5	-6
COc1cc2c(cc1O)[C@@H]1Cc3ccc(OC)c(O)c3CN1CC2	0.1	-24	/	105*	-2	-1.2	i	-6	/	-3
Cn1c(=O)c2c3c(sc2n2cnnc12)CCC3	-0.3	/	0	2	-4	-0.1	-0.3	-1	0	5
CC(=O)c1ccc(Oc2cc(C)nc(-n3nc(C)cc3C)n2)cc1	-0.7	/	9	6	-7	0.2	3.6	3	-4	-6
CC(C)CC(NC(=O)C1CCC(C)CC1)C(=O)NCc1ccccn1 (configuration not stated)	-2.4	/	23	-4	-5	3.7	-0.6	3	1	-1
O=C1C(N2CCOCC2)=C(n2nnc3ccccc32)C(=O)c2ccccc21	-0.3	/	0	104*	-13	-0.5	i	-4	4	6
CC(C)(C)OC(=O)Nc1ccc([C@@H](NC(=O)OC(C)(C)C)C(=O)OC(C)(C)C)cc1	0.2	1.8	/	-5	-4	-0.7	-0.4	5	/	-7
Cn1c(SCC(=O)Nc2sccc2C#N)nnc1-c1ccccc1	?	/	9	-7	1	0.3	/	-5	-3	3
CCc1ccc(NC(=S)N(CCCN2CCOCC2)Cc2ccco2)cc1	0.7	-0.6	-6	-5	-3	-0.9	-0.4	-5	5	-3
O=C(Nc1nccs1)c1ccc(-c2ccc(Cl)cc2)o1	0.5	0.4	17	11	7	0.0	0.1	-2	9	9
O=C(CSc1nnc(-c2ccccc2)c(-c2ccccc2)n1)N1CCOCC1	-0.4	/	22	8	2	-0.9	/	10	-2	1
CCC(C)Sc1cc(C)c(C#N)c2nc3ccccc3n12 (configuration not stated)	0.2	/	-4	-12	14	0.7	i	0	-3	2
COc1ccc(OCC(=O)Nc2ccc(NC(=O)c3cccs3)c(OC)c2)cc1	-0.3	1.3	14	4	3	0.1	-0.4	0	3	-4
Cc1ccccc1OCC(=O)OCC(=O)NC1CCCC(C)C1C (configuration not stated)	/	1.3	/	10	18	-0.2	4.5	-5	/	/
CCOC(=O)C1CCN(c2ncnc3c2[nH]c2cccc(OC)c23)CC1	2.8	/	5	-91	-16	-0.1	/	3	6	7
O=C(Cc1ccccn1)c1ccccc1	-0.3	1.2	/	-6	-1	-0.5	-3.0	-9	/	-17
COc1ccc(C(=O)Nc2nc(N)n(-c3ccccc3)n2)cc1	-0.1	/	-6	4	-8	0.0	-3.4	-2	1	-16
O=C(Nc1ccc(Br)cc1)c1cccc2c1C(=O)N(C1CCCCC1)C2	-0.3	-2.2	6	1	-1	-1.7	i	0	-3	-11
CCOC(=O)CCc1c(C)c2ccc(OCC(=O)OC(C)C)cc2oc1=O	-2.8	/	9	-25	11	-0.2	i	-4	-4	-7
CC(OC(=O)c1ccccc1OCc1ccc(Cl)cc1)C(N)=O (configuration not stated)	-0.6	3.2	2	-9	4	-0.8	-0.3	-5	2	-2
COc1ccc(-c2nc3ccccc3c(=O)n2CCOc2c(C)cccc2C)cc1	-1.0	0.1	3	11	1	-0.6	-0.8	-2	1	-1
Cc1cc([N+](=O)[O-])ccc1NC(=S)NC(=O)Cc1ccccc1	4.0	/	15	17	4	-0.2	5.3	-4	3	24
COc1ccc2[nH]cc(CCNS(=O)(=O)c3ccc(F)cc3)c2c1	0.8	0.7	4	-5	3	-0.4	i	-11	2	7
O=C(Nc1cccc(Cl)c1)c1ccc(F)c(S(=O)(=O)N2CCN(c3ccccn3)CC2)c1	4.9	/	34	-1	0	0.5	i	0	1	-17
Cc1cc(C)cc(NC(=S)Nc2ccc3cn[nH]c3c2)c1	-0.8	/	-6	-8	-4	1.0	i	-2	-5	7
COc1ccc(OC)c(C2C(C(=O)c3cccs3)=C(O)C(=O)N2CCN2CCOCC2)c1 (configuration not stated)	-0.4	-1.2	20	-3	5	-0.3	i	-15	2	-1
COc1ccc(OC)c(/C=C2\Oc3cc(OCC(=O)N4CCC[C@H]4C(=O)O)ccc3C2=O)c1	1.1	/	13	/	8	-0.4	-0.5	-5	-3	6
COc1ccc(-n2cnc3sc(-c4ccccc4)cc3c2=O)cc1	0.3	/	11	-11	10	0.0	i	-2	6	1
CCC1=NN(C(=O)CCc2ccccc2O)C(O)(C(F)(F)F)C1 (configuration not stated)	0.3	/	4	-3	4	0.1	i	0	8	-9
CCCCC(=O)N(C)c1c(CC)nc2c(OCc3ccccc3C)cccn12	/	3.3	/	11	25	-0.3	-4.5	-3	/	/
CS(=O)(=O)/C(C#N)=C/c1cccn1S(=O)(=O)c1ccc([N+](=O)[O-])cc1	/	1.4	/	16	0	-0.6	1.0	-3	/	/
CN(C)/N=C/c1ccc(P(c2ccc(/C=N/N(C)C)o2)c2ccc(/C=N/N(C)C)o2)o1	-0.4	0.3	7	8	41	-0.9	i	-11	5	/
COc1ccccc1NC(=O)CSc1ccc2nnc(CCNC(=O)c3ccccc3)n2n1	1.3	0.7	1	-6	2	-0.1	-0.4	5	2	7
O=C(NCC1CCOCC1)c1ccc2nc(Cc3cccc(Cl)c3)oc2c1	1.1	1.8	-3	-5	16	-2.7	-0.3	-4	0	-4
CC1(C)CC[C@]2(C(=O)O)CC[C@]3(C)C(=CC[C@@H]4[C@@]5(C)CC[C@H](O[C@@H]6O[C@H](C(=O)O)[C@@H](O)[C@H](O[C@@H]7OC[C@H](O)[C@H](O)[C@H]7O)[C@H]6O)C(C)(C)[C@@H]5CC[C@]43C)[C@@H]2C1	-0.1	-2.5	/	8	11	-0.5	i	0	/	4
Clc1cccc(Nc2nc(N3CCOCC3)nc(N3CCOCC3)n2)c1	-0.7	0.2	32	9	4	1.8	-0.3	1	-4	-1
CC1CCCC(NC(=O)CN2C(=O)c3cccnc3Oc3ccc(Cl)cc32)C1C (configuration not stated)	-0.8	2.4	-3	14	26	/	i	/	6	-10
COc1cc(C(=O)NC2=NCCS2)ccc1OCc1c(C)noc1C	1.8	/	21	7	-4	?	-2.9	0	-6	-10
Cc1cccc([C@H](NC(=O)OC(C)(C)C)C(=O)OC(C)(C)C)c1	8.4	-0.3	/	3	11	-1.1	-0.6	-8	/	-27
CCN(CC(=O)Nc1c(F)cccc1F)C(=O)c1ccc(-c2ccc(C(C)=O)cc2)o1	-1.3	0.4	/	-144	0	0.1	i	0	/	0
CCOc1ccc(N(CC(=O)NCCSc2ccccn2)S(C)(=O)=O)cc1	-0.7	/	21	12	3	-0.1	i	0	-1	-34
COc1ccccc1NC(=O)Cn1c(O)c(N=NC(=O)c2ccccc2O)c2ccccc21	-0.3	0.8	14	-3	6	0.9	-0.9	-2	1	-4
CCN1CCc2c(sc(N)c2C(N)=O)C1	1.5	/	2	-9	-8	1.0	-0.5	1	3	-12
CCN1CCc2ccccc2C1	-0.4	0.5	16	1	5	-1.1	0.1	-9	0	-7
COc1cccc(-n2c(SCC(=O)NC3CCCCC3)nc3n[nH]c(C)c3c2=N)c1	-0.3	/	-5	17	28	-0.2	0.7	-5	-5	13
CC1CC(=O)N(CC(=O)Nc2ccc(F)cc2F)c2ccccc2S1(=O)=O (configuration not stated)	-0.2	-0.2	-4	16	3	2.7	i	9	-2	-2
O=c1ccc(/C=C/c2ccccc2)nn1Cc1ccccc1	-1.2	/	10	12	28	-0.2	i	-2	2	-17
Fc1ccccc1CNc1ccc(Cl)c(Cl)c1	2.0	/	17	-13	4	-0.7	-2.0	-5	-2	-25
Cn1cnnc1SCC(=O)NCCC1=CCCCC1	0.1	-3.2	/	21	5	-1.6	i	1	/	-4
CCOc1cc(N2CCOCC2)c(OCC)cc1NC(=O)C(C)Oc1ccccc1 (configuration not stated)	-0.5	0.1	/	-2	9	-1.4	-7.1	-2	/	20
COC(=O)c1[nH]c2ccc(C)cc2c1NC(=O)CN1CCC(C)CC1	-0.2	/	-10	-15	19	0.4	i	-3	2	-1
Cc1ccc(C(c2nnnn2Cc2cccs2)N2CCN(C(=O)c3ccco3)CC2)cc1 (configuration not stated)	-0.5	/	-4	13	15	0.7	i	-2	8	13
CC(=O)N1CCN(c2ccc(NC(=O)c3cc(Cl)ccc3Cl)cc2)CC1	0.6	0.4	10	1	-2	2.0	-0.5	14	-3	-1
COC(=O)N(NC(=O)C(O)(C(C)C)C(C)C)c1ccccc1	0.7	0.3	22	-13	1	?	i	-18	1	0

(continued)
Molecule	PfHsp40 rescue	TcdB GH inh	VHR inh abs	CCHF vOTU inh	Y pestis TopoI	BoNT-A LC inh2	BH1578 lux ind	Anthrax LF prot	SARS 3CLpro inh	SSB-PriA inh
COc1ccc(CNC(=O)C2CCCN(S(=O)(=O)c3cnc[nH]3)C2)cc1 (configuration not stated)	-0.8	2.0	-4	0	2	-0.1	-0.2	-14	-4	-2
COc1cc2sc3cc(NCCCN4CCOCC4)ccc3c(=O)c2cc1OC	1.5	1.8	/	-53	6	1.6	11	-4	/	-1
Cc1cc(/C=N/NC(=O)c2cccc([N+](=O)[O-])c2)c(C)n1-c1ccc(Cl)cc1Cl	-0.8	/	32	-5	-9	-0.6	i	-3	6	/
Clc1cccc(-c2ccc3nccn3c2)c1Cl	/	-0.4	/	18	11	-0.5	-0.5	-7	/	/
CC(=O)Nc1ccc(NC(=O)CC2SC(=O)N(CC(=O)c3ccccc3)C2=O)cc1 (configuration not stated)	-2.2	0.7	-3	-8	-10	0.1	-0.4	-3	1	-6
O=C(COc1coc(CN2CCN(c3ccccc3)CC2)cc1=O)Nc1ccccc1	0.2	3.1	/	-7	-11	3.1	-1.8	0	/	-8
CSCCC(NS(=O)(=O)c1ccccc1F)C(=O)NCCCn1nc(C)cc1C (configuration not stated)	1.3	1.9	/	4	7	0.4	-5.6	0	/	-3
CC(=O)Nc1ccc(S(=O)(=O)NC2CC(=O)N(c3ccc(C)c(C)c3)C2)cc1 (configuration not stated)	0.2	-3.7	/	5	1	/	-0.7	/	/	-8
Nn1c(SCC(=O)Nc2ccc3c(c2)OCCO3)nnc1-c1ccccn1	1.5	/	7	1	-1	-1.9	-0.3	0	-1	-7
COc1ccc(NC(=O)CSc2nnc(-c3ccoc3C)n2CC2CCCO2)cc1 (configuration not stated)	?	/	-4	8	5	-0.3	7.7	-3	-5	-17
NC(N)=N/N=C/c1c(Cl)cccc1Cl	1.4&0.7	2.2&-1.3	19&9	0&28	-2&1	0.1&-0.4	0.4&0.8	1&-3	1&-1	/
Cn1c(C(=O)N2CCN(c3ccc([N+](=O)[O-])cc3)CC2)cc2c(=O)[nH]c3ccccc3c21	-0.4	0.7	2	3	3	0.0	-0.4	1	-3	-15
COc1cc2[nH]c(C(=O)N3CC(C)OC(C)C3)cc2c(OC)c1OC (configuration not stated)	0.1	0.8	28	5	-1	3.0	i	-3	2	-17
COc1ccc(C=O)cc1CSc1ncccc1C(=O)O	-0.6	0.3	-11	4	4	1.5	-0.6	2	-2	-6

Compound activity: PubChem, several laboratories
